Screens (PubChem BioAssay)
CXCR6 inh = blocks human CXCR6 beta-arrestin recruitment; O00574; CHO-K1 PathHunter CXCR6 beta-arrestin, luminescence; inhibition, % at 20 µM; 0.36% of 360,000 active; in the data active = inhibition above about 34%, passing the limit was not always enough;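 also: antagonist mode with CXCL16 agonist at 10 nM final; 0% = 10 nM CXCL16 with DMSO and 100% = unstimulated wells without agonist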
Target sequence (O00574 whole entry, looked up): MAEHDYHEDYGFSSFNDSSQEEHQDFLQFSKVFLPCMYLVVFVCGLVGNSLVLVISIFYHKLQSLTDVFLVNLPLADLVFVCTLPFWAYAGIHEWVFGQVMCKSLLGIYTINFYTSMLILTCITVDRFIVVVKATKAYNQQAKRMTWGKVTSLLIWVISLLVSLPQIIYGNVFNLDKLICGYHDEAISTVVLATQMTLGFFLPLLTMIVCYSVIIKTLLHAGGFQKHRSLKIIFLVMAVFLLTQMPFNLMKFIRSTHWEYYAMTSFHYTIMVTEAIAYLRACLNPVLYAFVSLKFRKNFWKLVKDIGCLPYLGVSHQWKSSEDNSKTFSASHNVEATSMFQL
UPR XBP1 act = activators of adaptive arm of unfolded protein response (XBP1); CHO-XBP1 luciferase reporter, IRE1-XBP1 UPR activation, luminescence; percent of tunicamycin response, DMSO as zero; activation, % at 20 µM; 0.33% of 330,000 active;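 active = versus positive control, 20 µM dose yields 30% or more activation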;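 also: 100% = tunicamycin at 10 µg/mL and 0% = DMSO only wells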
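Material: CHO-XBP1 cells stably carrying IRE1-XBP1-driven luciferase reporter | Medium: F12 with 10% serum | Compound dosing: 20 µM single concentration, DMSO 1% | Incubation: Overnight seeding at 37 °C, 6 h compound treatment at 37 °C | Detection: Steady-Glo luminescence read | Read-out basis: % activation of reporter signal versus tunicamycin and DMSO controls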
CCR6 antag = blocks CCL20-driven beta-arrestin recruitment at human CCR6; AID 493098; inhibition, % at 20 µM; CHO-K1 CCR6 PathHunter beta-arrestin, luminescence, CCL20-stimulated; 0.49% of 340,000 active;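 active = compounds whose inhibition of the agonist-driven luminescence signal at 20 µM reaches about 50%, limit read from the data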;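 also: cells stimulated with CCL20 at 14 nM final; plate controls were DMSO with CCL20 for no effect and DMSO without agonist for full effect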
Target sequence (P51684 whole entry, looked up): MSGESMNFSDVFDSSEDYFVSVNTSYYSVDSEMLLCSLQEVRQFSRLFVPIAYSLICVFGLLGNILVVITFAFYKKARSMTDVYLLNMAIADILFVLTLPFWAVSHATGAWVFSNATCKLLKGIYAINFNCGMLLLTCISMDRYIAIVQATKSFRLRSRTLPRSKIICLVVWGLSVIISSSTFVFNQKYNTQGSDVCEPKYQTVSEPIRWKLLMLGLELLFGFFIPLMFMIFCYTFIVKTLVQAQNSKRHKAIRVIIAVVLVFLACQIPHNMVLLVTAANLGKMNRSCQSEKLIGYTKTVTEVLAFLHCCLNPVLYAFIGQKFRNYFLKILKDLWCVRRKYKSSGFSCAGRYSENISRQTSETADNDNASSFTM
UPR CHOP act = apoptotic UPR (CHOP) activation; CHO-CHOP luciferase reporter, luminescence; percent of tunicamycin response over DMSO baseline; activation, % at 10 µM; 0.34% of 330,000 active;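 active = at 10 µM dose, activation of 40% or more, normalized to positive control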;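 also: 100% = tunicamycin at 10 µg/mL and 0% = DMSO alone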
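Assay system: CHO cells with stable CHOP pathway luciferase reporter; Buffer or medium: F12 plus 10% serum; Times: 16-18 h cell attachment, then 6 h compound exposure, 37 °C; Signal: luciferase luminescence; Read-out basis: percent activation relative to tunicamycin control; Control set: tunicamycin high control, DMSO low control.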
APJ agonist = APJ receptor agonism; 0.11% of 330,000 active; CHO-K1 APJ PathHunter beta-arrestin, luminescence; 0% DMSO wells, 100% apelin; activation, % at 20 µM; P35414;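 active = activation more than six SD over the plate average, tested at 20 µM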;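 also: 0% = DMSO alone and 100% = apelin-13 at 10 nM; some results filed as inactive read as strong as hits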
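Test system – PathHunter CHO-K1 APJ (AGTRL-1) beta-arrestin reporter cells · Input – 1000 cells/well · Compound – single test compound dose, 20 µM final, 1% DMSO · Times – compound stimulation 90 min at 25 °C, detection 60 min · Technique – beta-gal luminescence · Read-out basis – APJ–arrestin association signal · Control set – negative DMSO alone, positive Apelin-13 at 10 nM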
Mdm2 MdmX PPI = inhibitors of human Mdm2/MdmX interaction. O15151+Q00987. SaOS-2 split-luciferase Mdm2/MdmX complementation, luminescence. inhibition, % at 8 µM. 3% of 330,000 active. AID 485346;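 active = inhibition of at least 50% at 8 µM in the primary screen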
tim23-1 inh = inhibits growth of tim23-1 mutant yeast; inhibition, % at 20 µM; AID 463212; 1.3% of 330,000 active; S. cerevisiae tim23-1 growth, BacTiter-Glo luminescence, 24 h;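 active = growth inhibition of the mutant yeast at or above 50%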;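 also: temperature-sensitive mutant grown at 25 °C; plate controls were DMSO-treated mutant yeast for no effect and medium wells lacking yeast for full effect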
EBI2 antag = antagonists of human EBI2 receptor. EBI2 beta-arrestin recruitment, luminescence, 7a,25-OHC stimulated. 0.81% of 360,000 active. inhibition, % at 5 µM. P32249; in the data active = inhibition above about 38%;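 also: enzyme fragment complementation signal reports receptor beta-arrestin coupling in cells; 0% = agonist plus DMSO wells and 100% = wells without agonist; some results beyond the cut were filed as inactive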
Target sequence (P32249 whole entry, looked up, the tested form may be a part): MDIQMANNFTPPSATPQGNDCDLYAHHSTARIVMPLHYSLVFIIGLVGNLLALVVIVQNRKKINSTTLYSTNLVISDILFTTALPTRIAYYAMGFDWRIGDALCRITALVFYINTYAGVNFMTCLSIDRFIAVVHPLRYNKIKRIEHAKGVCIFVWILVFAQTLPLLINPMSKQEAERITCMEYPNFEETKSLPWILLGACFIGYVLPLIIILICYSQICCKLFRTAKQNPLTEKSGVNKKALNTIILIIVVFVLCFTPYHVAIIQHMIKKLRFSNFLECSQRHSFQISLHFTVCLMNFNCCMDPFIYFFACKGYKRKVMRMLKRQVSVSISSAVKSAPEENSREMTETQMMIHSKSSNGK
APJ antagonist = APJ receptor antagonism | P35414 | CHO-K1 APJ beta-arrestin complementation, luminescence | inhibition, % at 20 µM | 0.32% of 330,000 active | AID 2521;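 active = inhibition above about 40% at 20 µM, limit read from the data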;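 also: cells challenged with 10 nM apelin-13 agonist together with compound; plate controls were apelin-13 plus DMSO wells for no effect and DMSO wells lacking apelin-13 for full effect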
* marks the source's active call; other numbers are inactive results. A portion of the library (hit frequency here may not be typical).

[1] Cc1ccc(NC(=O)C(C)Sc2nnc(C3CC3)n2C2CC2)cc1S(=O)(=O)N1CCOCC1 (configuration not stated)
[2] CC(=O)O/N=C1\C(=O)N(Cc2ccc(C)cc2)c2ccccc21
[3] COc1ccc(CCNC(=O)C2CC3Cn4c(nc5cc(C)c(C)cc54)C3N2C)cc1 (configuration not stated)
[4] COCCCNc1nc(-c2ccncc2)nc2ccccc12
[5] COc1ccccc1NC(=O)N(C1CCCC1)C1CCN(C(C)=O)CC1
[6] Cc1cccc2cc(CN(Cc3ccc(F)cc3)C(=O)C(F)(F)F)c3nnnn3c12
[7] CCOCc1nnc(NC(C)=O)s1
[8] CC(=O)Nc1ccc(OC(=O)C(CCS(C)(=O)=O)N2C(=O)c3ccccc3C2=O)cc1 (configuration not stated)
Compound	1	2	3	4	5	6	7	8
CXCR6 inh	1	1	7	-7	1	6	-15	-7
UPR XBP1 act	-2	-5	-1	-1	-2	-1	0	0
CCR6 antag	12	-4	5	-16	-1	6	10	8
UPR CHOP act	-0.6	-1.0	-1.6	0.6	-0.1	1.2	-2.0	-1.4
APJ agonist	-4	-3	4	-1	-2	-4	-4	3
Mdm2 MdmX PPI	-6	1	38	11	-25	-4	24	7
tim23-1 inh	6	41	9	11	-5	9	-4	7
EBI2 antag	7	-3	-2	-1	3	13	-12	1
APJ antagonist	11	0	4	-27	-50	13	-4	0

[9] COc1ccc(/C=C/C(=O)Nc2ccc(S(=O)(=O)N3CCOCC3)cc2)c(OC)c1
[10] CS(=O)(=O)N1CCC(C(=O)Nc2cccc(Cl)c2Cl)CC1
[11] CC(C)(C)c1ccc(/C=C/C(=O)N2CCc3ccccc3C2)cc1
[12] CC1(C)CC(C#N)(N2CCOCC2)CCO1 (configuration not stated)
[13] CCCOC(=O)c1ccc(NC(=O)c2nc3nc(C)cc(C)n3n2)cc1
[14] Cc1c(C(=O)OCC(=O)c2c(N)n(CC(C)C)c(=O)n(C)c2=O)oc2ccccc12
[15] Cn1c(N)c(C(=O)COC(=O)C(Cc2ccccc2)NC(=O)c2ccccc2)c(=O)n(C)c1=O (configuration not stated)
[16] COC(=O)/C(=C\c1c[nH]c2ccccc12)NC(C)=O
Compound	9	10	11	12	13	14	15	16
CXCR6 inh	3	4	-7	-7	8	-2	0	0
UPR XBP1 act	-2	-4	-1	2	-2	-2	3	-1
CCR6 antag	12	9	4	-2	6	13	-4	18
UPR CHOP act	-0.5	1.8	-0.7	-1.4	1.8	2.8	4.2	-2.6
APJ agonist	-3	-2	3	-5	5	-5	-3	-2
Mdm2 MdmX PPI	-24	7	20	28	17	42	-9	-9
tim23-1 inh	23	-5	33	-2	8	35	14	1
EBI2 antag	17	9	-2	-12	-5	25	-4	5
APJ antagonist	-10	28	-5	14	1	1	9	5

Five entries out of the list, sorted by heavy-atom count, high to low.
[1] Cc1ccc(NC(=O)C(C)Sc2nnc(C3CC3)n2C2CC2)cc1S(=O)(=O)N1CCOCC1 (configuration not stated)
[9] COc1ccc(/C=C/C(=O)Nc2ccc(S(=O)(=O)N3CCOCC3)cc2)c(OC)c1
[11] CC(C)(C)c1ccc(/C=C/C(=O)N2CCc3ccccc3C2)cc1
[4] COCCCNc1nc(-c2ccncc2)nc2ccccc12
[7] CCOCc1nnc(NC(C)=O)s1
Compound	1	9	11	4	7
CXCR6 inh	1	3	-7	-7	-15
UPR XBP1 act	-2	-2	-1	-1	0
CCR6 antag	12	12	4	-16	10
UPR CHOP act	-0.6	-0.5	-0.7	0.6	-2.0
APJ agonist	-4	-3	3	-1	-4
Mdm2 MdmX PPI	-6	-24	20	11	24
tim23-1 inh	6	23	33	11	-4
EBI2 antag	7	17	-2	-1	-12
APJ antagonist	11	-10	-5	-27	-4

Following part.
[17] Cc1cc(NS(=O)(=O)c2ccc(NC(=O)CCCOc3cccc(C)c3C)cc2)no1
[18] CC(=O)NNS(=O)(=O)c1ccc(-c2cc(C(F)(F)F)n(C)n2)s1
[19] O=c1[nH]c2cc3c(cc2cc1CN(CCc1ccccc1)Cc1nnnn1CC1CCCO1)OCO3 (configuration not stated)
[20] CC(C)NC(=O)Nc1ccc2c(c1)C(=O)N([C@H](C)CO)C[C@H](C)[C@@H](CN(C)S(=O)(=O)c1ccccc1)O2
[21] O=C(COC(=O)C1CC(=O)N(C2CCCCC2)C1)c1ccc(F)cc1 (configuration not stated)
[22] COc1ccc(NC(=O)CCCSc2ccccc2)cc1
[23] Cn1c(Sc2ccc(Cl)cc2)c(C=O)c2ccccc21
[24] N#CCCN1CCN(C(=S)c2ccc(-c3cccc(Cl)c3)o2)CC1
Compound	17	18	19	20	21	22	23	24
CXCR6 inh	1	0	-3	-3	5	6	4	-9
UPR XBP1 act	-5	-1	-1	-2	0	-2	2	0
CCR6 antag	-7	-1	-11	3	11	3	21	29
UPR CHOP act	-2.1	0.4	-0.4	0.1	-1.3	-0.1	-1.8	3.3
APJ agonist	-3	-4	-1	-2	-4	-3	1	2
Mdm2 MdmX PPI	7	-9	0	21	-1	-23	81*	-29
tim23-1 inh	5	17	12	-11	12	1	28	39
EBI2 antag	-13	-8	6	4	-1	0	18	5
APJ antagonist	5	-14	17	20	4	0	-7	-26

[25] COc1ccc(C(=O)/C=C/Nc2ccc(C)cn2)cc1OC
[26] Cc1c(O[C@@H]2O[C@H](CO)[C@@H](O)[C@H](O)[C@H]2O)ccc2c1oc(=O)c1ccccc12
[27] O=c1n(Cc2ccccc2F)c2ccccc2n1Cc1ccccc1F
[28] Cn1c(NCc2ccc(Cl)cc2)nc2ccccc21
[29] O=C(CO/N=C/c1c(Cl)cccc1Cl)NNC(=O)c1cccc(Cl)c1
[30] O=C(O)CCC(=O)N1CCN(c2nc(-c3ccccc3)c3ccccc3n2)CC1
[31] COc1ccccc1CCNC(=O)CNC(=O)c1ccc2ccccc2c1
[32] Cc1ccc(N2C(=O)NC(NS(=O)(=O)c3ccccc3)(C(F)(F)F)C2=O)cc1 (configuration not stated)
Compound	25	26	27	28	29	30	31	32
CXCR6 inh	-6	-4	22	-12	-10	0	0	-6
UPR XBP1 act	5	1	-1	2	1	-4	-1	-7
CCR6 antag	21	3	36	11	-7	-4	-5	-1
UPR CHOP act	2.2	1.5	0.4	2.6	1.5	1.2	0.9	0.7
APJ agonist	3	-4	-7	-5	1	-6	-1	0
Mdm2 MdmX PPI	-97	13	-8	-23	7	26	-38	16
tim23-1 inh	21	3	25	6	2	19	21	7
EBI2 antag	3	-4	14	-2	0	-14	9	-10
APJ antagonist	7	8	-1	7	3	14	-2	-19

[33] O=C(CCS(=O)(=O)c1ccc2c(c1)NC(=O)CS2)NCc1cccs1
[34] Oc1ccc(/C(Cc2ccc3ccccc3n2)=N\Nc2ccccc2)c(O)c1
[35] O=C(Cn1nc(-c2ccccc2)ccc1=O)NCc1ccc2c(c1)OCO2
[36] Cc1ccc(-n2c(O)c(C=Nc3ccc(S(=O)(=O)Nc4ncccn4)cc3)c3ccccc3c2=O)cc1C
[37] Cc1ccccc1OCC(=O)Nc1cccc(S(=O)(=O)NC2=NCCC2)c1
[38] O=C(c1ccc(Nc2cccc(C(F)(F)F)c2)nc1)N1CCCC1
[39] CCCCOCCCNc1ncnc2c1[nH]c1ccccc12
[40] COc1ccc(CNC(=O)CSCc2cccc(Cl)c2)cc1
Compound	33	34	35	36	37	38	39	40
CXCR6 inh	-7	16	5	8	-2	2	-10	7
UPR XBP1 act	-4	3	0	-2	-2	1	0	-3
CCR6 antag	18	20	5	14	0	11	10	6
UPR CHOP act	0.7	2.4	0.7	3.4	1.3	1.3	8.3	-0.6
APJ agonist	-3	-3	-6	0	-3	2	0	-7
Mdm2 MdmX PPI	-9	-16	24	23	5	30	25	-16
tim23-1 inh	15	31	-7	-31	-12	6	1	32
EBI2 antag	9	3	-13	11	-1	3	1	8
APJ antagonist	-21	8	6	11	5	-10	-3	-36

[41] CC1CC2(CCCC2)N(C(=O)c2ccccc2)Cc2ccccc21 (configuration not stated)
[42] COc1ccc(CC(NC(C)=O)C(=O)NC2CCN(C(=O)C3CC3)CC2)cc1OC (configuration not stated)
[43] COc1cccc(COc2nc3c(c(=O)n(C)c(=O)n3C)n2C)c1
[44] CC(=O)N1CCN(c2ccc(NC(=O)c3ccc(Cl)c(Cl)c3)cc2)CC1
[45] CCOc1ccc(NC(=O)NC2CCCCCCC2)cc1
[46] CCOC(=O)C(Cc1ccccc1)C(=O)Nc1cccc(C)c1 (configuration not stated)
[47] C[C@@H]1CCC(=O)N(C[C@@H](C)CSc2ccc(Br)cc2)CC1
[48] CCCSc1nc2c(cnn2-c2ccc(C)cc2)c(=O)[nH]1
Compound	41	42	43	44	45	46	47	48
CXCR6 inh	4	5	2	-7	5	16	2	7
UPR XBP1 act	6	0	2	-2	3	2	-3	1
CCR6 antag	32	0	5	1	8	-5	19	20
UPR CHOP act	0.4	2.3	4.1	2.2	5.5	-1.2	-1.8	-1.0
APJ agonist	-5	-3	2	-2	-4	-3	-3	-3
Mdm2 MdmX PPI	14	3	-11	30	-127	2	31	50*
tim23-1 inh	37	-2	24	-4	23	28	35	9
EBI2 antag	10	-4	13	-5	-9	1	5	-2
APJ antagonist	11	3	-9	3	-3	-6	0	17

[49] COc1cccc(/C=C/C(=O)Oc2ccc(C(=O)c3ccc(F)cc3)cc2)c1
[50] COCCNC(=O)C1CC(=O)N(C2CCCCC2)C1 (configuration not stated)
[51] CCN1C(=O)[C@H]2[C@@H](c3ccc(-c4ccc(F)cc4)c(OC)c3)N[C@@](C)(C(=O)OC)[C@H]2C1=O
[52] CN(C(=O)c1ccc(OC2CCN(C(=O)c3cccnc3)CC2)cc1)C1CCCCC1
[53] COc1nnc(-c2ccc(N3CCCCC3)c(N)c2)c2ccccc12
[54] Cc1cc(C)c2oc(=O)cc(CN3CCOCC3)c2c1
[55] O=c1c2ccccc2nnn1COc1ccc(F)cc1Cl
[56] C=CCn1c(=S)[nH]c2sccc2c1=O
[57] CN(C(=O)c1ccc(NC(=O)Cc2cccc(NC(=O)C3CCCN(C(=O)C4CCC4)C3)c2)cc1)C1CCCC1 (configuration not stated)
Compound	49	50	51	52	53	54	55	56	57
CXCR6 inh	7	0	0	6	0	-1	-1	5	-6
UPR XBP1 act	1	-6	-1	-3	-1	4	-1	-1	-5
CCR6 antag	-4	-5	13	-15	-19	11	-8	5	8
UPR CHOP act	2.1	-1.1	0.2	0.9	6.1	6.2	5.3	-0.2	-0.8
APJ agonist	0	-1	3	0	5	-2	-3	-1	0
Mdm2 MdmX PPI	15	7	14	-12	2	16	-33	-21	-23
tim23-1 inh	-22	7	9	9	49	7	-2	-1	17
EBI2 antag	-7	-6	1	-1	1	3	-3	3	-12
APJ antagonist	12	2	-78	-3	13	21	3	-13	1
